High-throughput results deposited in PubChem by several laboratories.
NPY Y1 blocker – antagonists of human neuropeptide Y receptor Y1. P25929. HEK293-CNG Y1 cells, membrane potential fluorescence; NPY at EC95, then isoproterenol. inhibition, % at 3.6 µM. 1% of 200,000 active;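 active = inhibition above the campaign mean inhibition of all tested compounds plus 3 SD, cut at about 20% in these data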;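 also: 0% = DMSO wells given NPY plus isoproterenol and 100% = isoproterenol alone without NPY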
Target sequence (P25929 whole entry, looked up): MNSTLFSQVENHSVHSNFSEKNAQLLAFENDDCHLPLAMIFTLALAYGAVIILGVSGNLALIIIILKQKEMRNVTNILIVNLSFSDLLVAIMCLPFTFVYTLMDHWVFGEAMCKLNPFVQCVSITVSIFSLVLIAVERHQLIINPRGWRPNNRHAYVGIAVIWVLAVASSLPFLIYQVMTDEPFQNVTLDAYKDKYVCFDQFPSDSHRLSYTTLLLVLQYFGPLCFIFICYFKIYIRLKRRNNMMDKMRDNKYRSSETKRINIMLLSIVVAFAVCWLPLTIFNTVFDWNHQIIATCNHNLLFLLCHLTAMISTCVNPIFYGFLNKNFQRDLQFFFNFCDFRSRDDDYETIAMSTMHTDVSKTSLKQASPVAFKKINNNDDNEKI
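Material: Y1- and CNG-channel-expressing HEK293 cells / Probe or stimulus: NPY 25 nM then isoproterenol 1 µM plus Ro 20-1724 25 µM / Doses: 3.6 µM single dose, DMSO 0.4% / Schedule: compound incubation 1 h at room temperature, readout 45 min post-stimulation / Signal: membrane potential fluorescence / Benchmarks: isoproterenol-only wells as full block versus NPY-plus-isoproterenol wells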
NPY1 pot ag – human NPY-Y1 potentiation or agonism, primary screen; NPY-Y1 expressing cells, potentiator/agonist activation; activation, % at 3.6 µM; 0.37% of 220,000 active; in the data active = activation above about 33%, passing the limit was not always enough;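 also: cells stimulated with NPY at EC10 then isoproterenol at EC100; 0% = low agonist plus stimulus and 100% = saturating agonist plus stimulus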
PPC-1+TRAIL kill – kills PPC-1 cancer cells in the presence of TRAIL; PPC-1 cells + TRAIL, ATPLite viability luminescence; cell killing (% activity), % at 4 µM; 0.41% of 220,000 active;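 active = cell killing above 50% in the first pass at 4 µM, then a duplicate retest at 5 µM averaging 50% or more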;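 also: plate controls were cells with TRAIL plus DMSO for no effect and medium-only wells lacking cells for full effect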
PGE2 EP2 inh – inhibitors of human EP2 prostaglandin E2 receptor. C6 glioma cells expressing human EP2, cAMP TR-FRET; cells stimulated with saturating PGE2. inhibition, % at 25 µM. 0.52% of 260,000 active. AID 1422;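 active = percent inhibition above 40 after rounding to a whole number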;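 also: rat C6 glioma host cells with rolipram phosphodiesterase inhibitor present; the protocol text gives 20 µM as final concentration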
Target sequence (P43116 whole entry, looked up): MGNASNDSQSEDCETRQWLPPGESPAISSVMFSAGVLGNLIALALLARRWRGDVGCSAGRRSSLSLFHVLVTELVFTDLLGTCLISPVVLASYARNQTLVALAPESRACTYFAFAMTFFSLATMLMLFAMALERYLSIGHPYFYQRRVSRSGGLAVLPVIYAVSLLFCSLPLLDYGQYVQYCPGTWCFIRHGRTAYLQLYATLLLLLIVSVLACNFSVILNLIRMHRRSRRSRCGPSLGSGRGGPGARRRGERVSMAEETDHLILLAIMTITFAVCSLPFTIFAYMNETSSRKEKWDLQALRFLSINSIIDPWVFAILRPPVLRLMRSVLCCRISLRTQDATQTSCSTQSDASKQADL
EP2 modulator – modulators of human EP2 prostaglandin E2 receptor; induction, % at 25 µM; 0.83% of 260,000 active; P43116; EP2-expressing cells, cAMP HTRF FRET, PGE2 co-stimulation;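 active = compounds whose cAMP rise, as percent of the full-agonist control response, exceeds 60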;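 also: rat C6 glioma line stably carrying human EP2 under a CMV promoter; the protocol text gives 20 µM as final concentration; 100% = response of wells given 1 µM PGE2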
CHOP inh – inhibitors of CHOP induction in ER stress response. CHO-K1 CHOP-promoter luciferase, tunicamycin-induced, 15-18 h. inhibition, % at 10 µM. 3.8% of 220,000 active. AID 2732;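 active = compounds that reduced the stress-induced luciferase reporter signal by more than about 70% of percent inhibition, limit read from the data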;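 also: 0% = tunicamycin plus vehicle and 100% = wells without tunicamycin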
TRPN1 ag – zebrafish TRPN1 (NompC) channel agonism; HEK293 zebrafish TRPN1-YFP, Fluo-8 calcium fluorescence; 100% = response to 87 µM carbachol; activation, % at 3 µM; 0.18% of 220,000 active;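 active = activation above its plate's cutoff, the mean activation of test wells on that plate plus 3 SD, cut at about 19% in these data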;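 also: 0% = DMSO alone and 100% = 87 µM carbachol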
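Assay system: Zebrafish TRPN1-YFP in HEK293 cells | Incubation: Dye loading 1 h at 37 °C, then 30 min room temperature | Measured by: Kinetic Fluo-8 fluorescence, ex 470-495, em 515-575 nm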
14-3-3 Bad inh – disrupts binding of bovine 14-3-3 zeta to phospho-Bad peptide. P63103. inhibition, % at 21.7 µM. TR-FRET 14-3-3zeta/Dy647-pBad peptide displacement, 1 h. AID 781. 0.71% of 220,000 active;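 active = inhibition above about 70%, limit read from the data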;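 also: 0% = full 14-3-3 plus peptide FRET controls and 100% = background without 14-3-3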
Target sequence (P63103 whole entry, looked up): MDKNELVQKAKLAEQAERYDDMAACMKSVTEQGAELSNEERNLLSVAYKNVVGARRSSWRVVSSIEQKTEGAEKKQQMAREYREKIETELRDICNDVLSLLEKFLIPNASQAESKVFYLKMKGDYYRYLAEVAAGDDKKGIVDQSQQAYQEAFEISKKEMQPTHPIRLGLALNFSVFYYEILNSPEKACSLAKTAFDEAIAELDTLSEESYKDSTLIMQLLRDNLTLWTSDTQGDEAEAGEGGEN
TRPML3 agonist – agonists of human TRPML3 channel | HEK293 TRPML3-YFP, Fluo-8 calcium fluorescence; 100% = the carbachol control signal | activation, % at 3 µM | 0.29% of 220,000 active | Q8TDD5;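 active = activation above its plate's cutoff, the mean activation of the plate's test wells plus 3 SD, cut at about 12% in these data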;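 also: 0% = DMSO only wells and 100% = carbachol wells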
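Test system: HEK293 cells stably carrying human TRPML3-YFP; Doses: single dose, 3 µM final nominal compound, 0.3% DMSO final; Schedule: dye loading 1 h 37 °C then 30 min ambient, 125 s read; Technique: Fluo-8 calcium fluorescence; Benchmarks: high control carbachol 87 µM, low control DMSO.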
Numbers without * were called inactive; · = not tested or not shown; & = joins results of further samples; [ ] = another dose, or the depositor's remark. This is a subset; count on the stated rates, not on these rows.

SMILES | NPY Y1 blocker | NPY1 pot ag | PPC-1+TRAIL kill | PGE2 EP2 inh | EP2 modulator | CHOP inh | TRPN1 ag | 14-3-3 Bad inh | TRPML3 agonist
CCCn1c(SCC(=O)c2ccc3c(c2)OCCO3)nnc1C(C)C | 3 | -5 | 9 | 11 | 20 | 3 | 0.1 | 12 | -0.2
CCOC(=O)CC(NC(=O)c1ccco1)c1ccccc1Cl (centres undefined) | 2 | -9 | 10 | 4 | 6 | 14 | -0.1 | 13 | -0.3
Cc1ccc(C2CC2C(=O)NNC(=S)Nc2ccc(Cl)cc2)cc1 (centres undefined) | 4 | -32 | 4 | 4 | -10 | 23 | -0.6 | -14 | 0.7
O=C(CC1Oc2ccccc2NC1=O)NCCCN1CCN(C2CCCCC2)CC1 (centres undefined) | -2 | -10 | · | 15 | · | · | 1.5 | · | 0.8
NC12CC3CC(C1)CC(CC(=O)O)(C3)C2 | -5 | -10 | -14 | 4 | 39 | 15 | 0.9 | -9 | 1.1
O=C(O)COc1ccc(NC(=O)c2cccs2)cc1 | 6 | 22 | · | 13 | 30 | 24 | 1.6 | 13 | 1.1
O=C(CCSc1nnnn1-c1ccccc1)N1CCOCC1 | -1 | -14 | -5 | 11 | 11 | 1 | 0.9 | -7 | 0.2
Cc1cccc(C)c1NC(=O)CSc1ccc([N+](=O)[O-])cn1 | 2 | -20 | 24 | 5 | 3 | -10 | -1.4 | 2[fluorescence artefact?] | 0.5
COc1ccccc1NC(=O)CCC(=O)N(Cc1ccc(OC)c(OC)c1)c1nccs1 | 3 | -2 | -9 | 3 | 17 | 1 | -0.1 | -13 | -0.1
CCOC(=O)C(CC)Sc1nc2c(c(=O)[nH]c(=O)n2C)n1CCc1ccccc1 (centres undefined) | -1 | -3 | 23 | 8 | 41 | 8 | -1.9 | -2 | -1.1
O=C(CCC(=O)NC1CCCCC1)N/N=C/c1ccncc1 | 7 | -1 | · | 5 | 8 | -21 | 0.3 | -18 | 1.3
C=CCNC(=O)/C(C#N)=C/c1cc(Br)ccc1OC | -6 | 21 | 21 | 10 | -70 | -14 | -1.8 | -9 | 0.8
CC(=O)O[C@H]1CC[C@]2(C)[C@H]3CC=C4[C@@H]5[C@@H](C)[C@H](C)CC[C@]5(C(=O)O)CC[C@@]4(C)[C@]3(C)CC[C@H]2C1(C)C | · | · | -3 | 6 | 6 | 8 | · | -1 | ·
COc1ccc2c(c1)C=C([C@@H]1C[C@H]3CN(c4ccccc4)C(=O)[C@]34CCCN14)CO2 | 18 | -7 | 12 | 4 | -5 | 20 | -2.1 | 56 | 0.6
CCNc1nc(ON=C(C)C)nc(N(C)C)n1 | 1 | 6 | -4 | 8 | 26 | 10 | 0.5 | -6 | 0.9
N#C/C(=C/c1ccc2c(c1)OCO2)C(=O)Nc1ccc(O)cc1 | 3 | -17 | 0 | 11 | -29 | -78 | 1.0 | -7 | 0.5
CCOc1cc(C#N)c(NC(=O)c2ccnn2C)cc1OCC | 7 | 6 | -14 | 6 | 15 | 20 | 0.4 | 14 | 0.2
Cc1c(Cl)cccc1NC(=O)CNc1cccc(C(F)(F)F)c1 | 4 | 24 | 5 | 4 | 1 | 27 | 1.0 | 4 | 0.3
Cn1nnnc1SCC(=O)Nc1ccccc1-c1ccccc1 | -4 | -8 | 18 | 11 | 16 | 5 | -0.6 | -8 | 0.1
O=C(O)c1ccc2nc(C(F)(F)F)[nH]c2c1 | -2 | 12 | -5 | 2 | 0 | 0 | 1.4 | 7 | 0.8
Cc1nn(-c2ccccc2)c(C)c1-c1nnc(-c2c(C)nn(-c3ccccc3)c2C)o1 | · | -11 | 18 | 11 | 38 | 8 | -1.0 | 2 | 0.3
N#Cc1c2n(c3c(=O)[nH]cnc13)CCCC2 | -10 | -3 | 12 | 3 | 5 | 14 | 0.7 | 5[fluorescence artefact?] | 1.0
Cc1ccc2nc(Cl)c(CN(Cc3cccs3)C(=O)C3CC3)cc2c1 | 18 | -39 | 6 | 9 | 40 | 36 | 0.3 | 4 | 0.0
CCOC(=O)C1CCCN(C(=O)c2cnn3c(C(F)F)cc(-c4ccc(C)cc4)nc23)C1 (centres undefined) | 30* | -33 | 30 | 15 | -30 | 47 | -2.2 | 0 | -0.6
CC1=C(C(=O)Nc2ccccn2)C(c2ccc(Br)cc2)n2ncnc2N1 (centres undefined) | 1 | -3 | 9 | 4 | -8 | 11 | 0.8 | 43 | -0.2

Among those listed so far, these contain an NH in an aromatic ring:
SMILES | NPY Y1 blocker | NPY1 pot ag | PPC-1+TRAIL kill | PGE2 EP2 inh | EP2 modulator | CHOP inh | TRPN1 ag | 14-3-3 Bad inh | TRPML3 agonist
CCOC(=O)C(CC)Sc1nc2c(c(=O)[nH]c(=O)n2C)n1CCc1ccccc1 (centres undefined) | -1 | -3 | 23 | 8 | 41 | 8 | -1.9 | -2 | -1.1
O=C(O)c1ccc2nc(C(F)(F)F)[nH]c2c1 | -2 | 12 | -5 | 2 | 0 | 0 | 1.4 | 7 | 0.8
N#Cc1c2n(c3c(=O)[nH]cnc13)CCCC2 | -10 | -3 | 12 | 3 | 5 | 14 | 0.7 | 5[fluorescence artefact?] | 1.0

Following part
SMILES | NPY Y1 blocker | NPY1 pot ag | PPC-1+TRAIL kill | PGE2 EP2 inh | EP2 modulator | CHOP inh | TRPN1 ag | 14-3-3 Bad inh | TRPML3 agonist
CCNc1cc(Nc2c(C)n(C)n(-c3ccccc3)c2=O)c([N+](=O)[O-])c2nonc12 | · | 14 | -9 | 4 | 9 | -12 | 1.0 | 2 | 0.8
COC(=O)c1ccccc1NC(=O)CSc1nnc(-c2cccc(NC(C)=O)c2)n1C | 0 | -13 | 21 | -6 | 13 | 0 | -1.1 | 2 | 0.5
Cc1c(C(N)=O)c(-c2ccccc2)nn1-c1ccccc1 | -2 | -2 | 19 | 6 | -2 | 21 | -1.6 | 2 | 0.0
c1ccc(-c2nnc(SCc3nc4ccccc4[nH]3)o2)cc1 | 5 | -14 | 0 | 7 | -28 | 58 | 1.9 | -2 | 1.0
CCCCSCCCNC(=O)Nc1cccc(OC)c1 | 9 | -17 | 3 | 7 | -44 | 8 | -1.2 | 5 | -0.4
COc1cc(NC(=S)N2CCCC(C)C2)cc(OC)c1OC (centres undefined) | -1 | 13 | 22 | 7 | -4 | 16 | 0.8 | -12 | 0.4
Cc1csc2ncnc(N3CCN(C(=S)Nc4ccc(C(F)(F)F)cc4)CC3)c12 | · | 10 | 13 | 13 | -51 | -6 | 11 | -15 | 4.3
CC1(C)CC(=O)C=C(N2CCNCC2)C1 | 1 | 11 | 5 | 8 | -9 | -15 | -0.1 | -5 | 0.1
CCOC(=O)c1cnc(C(C)(C)C)[nH]c1=O | -6 | -18 | 38 | 10 | 7 | 7 | -1.2 | 4 | 1.2
Cc1ccc(C)c(OCCCC(=O)Nc2ccccc2C(N)=O)c1 | 5 | 18 | 24 | 4 | 3 | 17 | -1.6 | -2 | -0.6
C/C=C(/C)C(=O)O[C@@H]1c2c(ccc3ccc(=O)oc23)O[C@@H]1C(C)(C)OC(C)=O | 6 | -31 | 9 | 0 | 1 | 29 | -3.3 | 6 | -0.4
O=C1CCCN2N=C(SCC(=O)N3CCCCC3)SC2=N1 | · | -5 | 14 | 14 | -5 | 5 | 1.6 | 12 | 0.8
CC(C)c1nc2ccc(Br)cn2c1NC1CCCC1 | 3 | -5 | 2 | 0 | 65* | 28 | -3.7 | 0 | -1.8
CC1(C)CC2(CCO1)OC(=O)CC2C(=O)Nc1cccc2ccccc12 (centres undefined) | -1 | 7 | 14 | 3 | 15 | 35 | -1.1 | 2 | 0.2
CC1CCN(CCC(=O)Nc2nccs2)CC1 | · | 6 | 11 | 15 | 20 | -2 | 0.4 | 2 | 0.9
C/C(=N\NC(=O)C1CC1(C)c1ccccc1)c1ccco1 (centres undefined) | 0 | -43 | 20 | 6 | -67 | 13 | -0.8 | -27 | -0.2
CCCCCCCNC(=O)CC(NS(=O)(=O)c1ccc(NC(C)=O)cc1)C(C)C (centres undefined) | -6 | 14 | 19 | 6 | 26 | 17 | -1.4 | -4 | -0.1
CC(=O)Nc1ccc2nc(NC(=O)COc3ccccc3)sc2c1 | -2 | 11 | 3 | 9 | -39 | 7 | 1.4 | -1 | 0.1
CCc1cc2cc(OC)ccc2nc1SCC(=O)Nc1cc(OC)c(OC)cc1C(=O)O | 0 | -1 | 10 | 19 | 35 | -12 | 0.2 | -7 | 1.7
COc1ccc(S(=O)(=O)N2CCCC(C(=O)NCc3ccccn3)C2)cc1Cl (centres undefined) | 3 | 20 | 15 | 10 | 24 | 10 | -0.6 | 3 | -0.4
Cc1ccc(C2(c3ccc(C)cc3)CC2C(=O)NCc2cccnc2)cc1 (centres undefined) | -3 | 14 | 11 | 7 | -40 | 21 | -1.9 | 1 | -0.8
S=c1[nH]nc(-c2ccncc2)n1/N=C/C=C/c1ccccc1 | · | 3 | 14 | 6 | -8 | 21 | 1.6 | 0 | 0.1
O=C(N/N=C1\CCCc2ccccc21)c1ccc([N+](=O)[O-])cc1Cl | 4 | -10 | 14 | 5 | -49 | 6 | 0.1 | -10 | 0.4
OC(COCC1COc2ccccc2O1)CN1CCCCC1 (centres undefined) | 0 | -17 | 12 | 5 | 11 | 2 | 1.2 | -6 | 1.0
Cc1cccc(CN2CCN(CC(=O)O)C2=O)c1 | -8 | 5 | · | 1 | -6 | -7 | 0.6 | -1 | 0.2
Cc1onc(-c2c(Cl)cccc2Cl)c1C(=O)NC(=S)N1CCOCC1 | · | -5 | 4 | 12 | 17 | -53 | -0.4 | -6 | 0.7
CCC(C(=O)OCCN(CC)CC)c1ccccc1 (centres undefined) | 2 | -16 | 14 | 16 | 37 | 3 | -0.8 | 2 | 1.0
Cc1cc(C(=O)CN2C(=O)C(=O)N(C3CCCC3)C2=O)c(C)n1-c1ccc(F)cc1 | 6 | -13 | 3 | 3 | 2 | -8 | 0.0 | -16 | 0.8
CS(=O)(=O)N(CC(=O)NCc1ccc2c(c1)OCO2)c1ccccc1 | 3 | 0 | -14 | 5&12 | 28&10 | -8 | -0.8 | -18 | 0.2

2 compounds from above, reduced to EP2 modulator:
Structure	EP2 modulator
OC(COCC1COc2ccccc2O1)CN1CCCCC1 (centres undefined)	11
CCNc1cc(Nc2c(C)n(C)n(-c3ccccc3)c2=O)c([N+](=O)[O-])c2nonc12	9

Taken from the entries so far (2 entries):
SMILES | NPY Y1 blocker | NPY1 pot ag | PPC-1+TRAIL kill | PGE2 EP2 inh | EP2 modulator | CHOP inh | TRPN1 ag | 14-3-3 Bad inh | TRPML3 agonist
Cc1cc(C(=O)CN2C(=O)C(=O)N(C3CCCC3)C2=O)c(C)n1-c1ccc(F)cc1 | 6 | -13 | 3 | 3 | 2 | -8 | 0.0 | -16 | 0.8
CS(=O)(=O)N(CC(=O)NCc1ccc2c(c1)OCO2)c1ccccc1 | 3 | 0 | -14 | 5&12 | 28&10 | -8 | -0.8 | -18 | 0.2
